Assay outcomes from PubChem.
BaF3 parental – parental Ba/F3 cell viability inhibition, counter-screen for JAK2V617F inhibitor project, murine pro-B, CellTiter-Glo luminescence | inhibition, % at 5.6 µM | CellTiter-Glo ATP luminescence | hit rate 1.1% among 220,000;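 active = inhibition above a per-campaign cutoff, the mean inhibition of all tested compounds plus 3 SD, cut at about 27% in these data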;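 also: 0% = DMSO wells and 100% = JAK Inhibitor I control wells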
Ba/F3 V617F tox – reduced viability of JAK2V617F-dependent Ba/F3 cells, primary screen, JAK2V617F inhibitor project, cell-based, Ba/F3 EpoR-JAK2V617F, luminescence | ATP luminescence | inhibition, % at 5.6 µM | hit rate 1.1% among 220,000;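 active = inhibition above the campaign mean plus 3 SD over all tested compounds, cut at about 24% in these data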;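 also: cytokine-independent growth of Ba/F3 cells driven by EpoR plus mutant JAK2; 0% = DMSO-treated cells and 100% = JAK inhibitor I control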
RBBP9 inhibitor – human RBBP9 inhibitors, primary screen, biochemical, fluorescence polarization, FP-Rh probe, HTS; AID 1515, 2009; hit rate 0.2% among 220,000; inhibition, % at 7.94 µM; recombinant RBBP9;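 active = inhibition above the campaign mean of all tested compounds plus 3 SD, cut at about 14% in these data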;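 also: plate controls were DMSO wells with RBBP9 for no effect and wells lacking RBBP9 protein for full effect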
Target sequence (O75884 whole entry, looked up): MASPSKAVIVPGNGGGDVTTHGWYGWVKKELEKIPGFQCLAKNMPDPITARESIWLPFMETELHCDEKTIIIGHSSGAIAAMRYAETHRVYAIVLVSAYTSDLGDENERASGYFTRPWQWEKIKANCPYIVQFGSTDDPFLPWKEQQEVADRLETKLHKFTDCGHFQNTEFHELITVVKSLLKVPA
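Measured by – fluorescence polarization · Test system – RBBP9 protein · Input – 2.5 µM RBBP9 dispensing solution, before mixing · Measure – percent inhibition from mP, scaled between DMSO and no-protein wells · Benchmarks – DMSO-treated enzyme wells and wells lacking RBBP9 · Times – preincubation 30 min plus labeling 45 min at 25 °C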
PPC-1+TRAIL kill – compounds killing PPC-1 cancer cells with TRAIL present, primary screen, TRAIL potentiator project, ATPLite luminescence, uHTS | PPC-1 cells + TRAIL, ATPLite viability luminescence | cell killing (% activity), % at 4 µM | hit rate 0.41% among 220,000 | AID 1443, 2008;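 active = cell killing above 50% in the first pass at 4 µM, then a duplicate retest at 5 µM averaging 50% or more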;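 also: plate controls were cells with TRAIL plus DMSO for no effect and medium-only wells lacking cells for full effect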
PGE2 EP2 inh – human EP2 receptor antagonists, primary screen, TR-FRET cAMP, C6 glioma cells | Prostaglandin E2 receptor EP2 subtype (Homo sapiens), P43116 | AID 1422, 2008 | C6 glioma cells expressing human EP2; cells stimulated with saturating PGE2 | hit rate 0.52% among 260,000 | inhibition, % at 25 µM;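 active = percent inhibition above 40 after rounding to a whole number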;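 also: rat C6 glioma host cells with rolipram phosphodiesterase inhibitor present; the protocol text gives 20 µM as final concentration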
Target sequence (P43116 whole entry, looked up): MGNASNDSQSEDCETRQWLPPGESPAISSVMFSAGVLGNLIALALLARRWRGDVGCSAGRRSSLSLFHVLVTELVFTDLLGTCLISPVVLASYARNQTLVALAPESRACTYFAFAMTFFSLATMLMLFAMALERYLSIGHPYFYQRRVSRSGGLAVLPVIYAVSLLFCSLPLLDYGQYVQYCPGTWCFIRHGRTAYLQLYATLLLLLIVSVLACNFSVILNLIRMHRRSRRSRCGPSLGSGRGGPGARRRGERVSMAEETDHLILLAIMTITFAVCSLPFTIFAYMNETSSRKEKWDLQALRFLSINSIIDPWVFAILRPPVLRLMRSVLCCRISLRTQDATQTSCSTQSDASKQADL
Furin inh – human furin inhibitors, primary screen, biochemical, fluorescence intensity. P09958. purified furin, fluorogenic substrate cleavage. inhibition, % at 30 µM. hit rate 0.061% among 220,000; in the data active = inhibition above about 25%; also: inactives centre near -15
TbHK1 inh – Trypanosoma brucei hexokinase 1 inhibitors, primary screen, biochemical, G6PDH-coupled NADH absorbance, MLSCN library; hexokinase 1 [Trypanosoma brucei]; recombinant TbHK1, G6PDH-coupled NADH A340; inhibition, % at 10 µM; hit rate 0.11% among 220,000;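 active = inhibition of 50% or more in the single-dose primary screen; inactive = inhibition below 50%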
p97 inhibitor – inhibitors of human p97 ATPase, primary screen, biochemical; Transitional endoplasmic reticulum ATPase (Homo sapiens), P55072; hit rate 0.42% among 220,000; recombinant p97 ATPase, Kinase-Glo ATP luminescence, 3 h; inhibition, % at 8 µM; in the data active = inhibition above about 15%;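 also: 0% = DMSO vehicle and 100% = wells lacking enzyme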
p47phox inh – p47phox/p22phox peptide binding inhibitors, primary screen, biochemical, uHTS, NADPH oxidase regulatory subunit; hit rate 0.53% among 220,000; fluorescence polarization, 2 h; inhibition, % at 24.7 µM;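 active = inhibition above about 30%, limit read from the data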;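 also: 0% = p47phox with labelled peptide and 100% = labelled peptide alone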
Target sequence (P14598 whole entry, looked up): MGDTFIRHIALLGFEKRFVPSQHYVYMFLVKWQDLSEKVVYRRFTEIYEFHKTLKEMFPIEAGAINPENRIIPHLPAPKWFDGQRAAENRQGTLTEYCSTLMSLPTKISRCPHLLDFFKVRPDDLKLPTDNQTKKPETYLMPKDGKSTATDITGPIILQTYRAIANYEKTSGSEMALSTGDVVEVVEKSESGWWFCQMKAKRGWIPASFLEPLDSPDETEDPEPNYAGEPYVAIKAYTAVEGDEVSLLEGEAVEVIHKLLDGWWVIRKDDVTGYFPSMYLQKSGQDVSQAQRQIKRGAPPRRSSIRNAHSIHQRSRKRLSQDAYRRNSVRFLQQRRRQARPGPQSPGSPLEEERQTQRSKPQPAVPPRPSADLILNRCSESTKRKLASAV
* = called active by the depositor; . = not tested or not shown; & = joins results of further samples; [ ] = another dose, or the depositor's remark. An excerpt (hit frequency here may not be typical).

Order of results: BaF3 parental	Ba/F3 V617F tox	RBBP9 inhibitor	PPC-1+TRAIL kill	PGE2 EP2 inh	Furin inh	TbHK1 inh	p97 inhibitor	p47phox inh
(1) O=C(OCC(=O)C12CC3CC(CC(C3)C1)C2)c1cccnc1Cl
 : 0.5	-4.5	-5.0	-8.3	8.2	-17.7	41.0	4.8	-8.5
(2) CCOc1ccc(-n2cc(C(=O)Nc3cccc(Cl)c3)c3cc(OC)c(OC)cc3c2=O)cc1
 : 4.9	0.0	-0.6	1.5	9.9	-19.7[20 µM]	-31.8	-7.8	-1.7
(3) Cc1c(C(Nc2ccccn2)c2ccc(Cl)cc2)c(=O)n(-c2ccccc2)n1C (stereo unspecified)
 : 3.3	2.8	-4.7	11.9	6.8	-12.9[20 µM]	-1.3	1.1	-6.5
(4) Cc1cc(C(=O)OCC(=O)Nc2cc(S(=O)(=O)N(C)C)ccc2Cl)c2ccccc2n1
 : 4.5	0.5	-3.3	16.8	10.1	-27.2	-3.1	2.3	-4.8
(5) O=C(NNC(=O)c1ccncc1)NC1CCCCC1
 : 10.1	0.5	-6.5	7.2	7.4	-13.1	1.4	-1.9	-11.7
(6) COc1cc(C(=O)NC(=S)Nc2ccc([N+](=O)[O-])cc2C)cc(OC)c1OC
 : 3.6	-1.9	-9.5	2.0	15.1	-8.5	14.7	1.9	3.5
(7) c1cncc(C2Nc3ccccc3-c3nc4ccccc4n32)c1 (stereo unspecified)
 : 10.1	2.5	-7.0	1.7	5.8	-7.7[20 µM]	-23.0	-9.4	-10.7
(8) CCOc1ccc(N2CC(C(=O)Nc3ccccc3F)CC2=O)cc1 (stereo unspecified)
 : 8.7	1.1	1.9	4.2	2.1&6.3	-17.6[20 µM]	-9.8	-3.9	-13.8
(9) O=c1[nH]c(SCc2ccccc2Cl)nc2[nH]ncc12
 : 8.0	3.0	-8.9	5.7	6.9	-21.4	-8.1	0.9	-15.6
(10) COC(=O)c1cccc(C(=O)Oc2cccc(Br)c2)n1
 : 2.3	1.4	-7.4	19.5	3.2	-6.0	38.6	-3.3	2.4
(11) CC1=C(C(=O)O)N2C(=O)C(NC(=O)c3nn(C)cc3[N+](=O)[O-])C2SC1 (stereo unspecified)
 : 0.6	-3.7	-7.3	-7.7	6.7	-12.2	-4.7	9.7	-66.3
(12) COc1cc(-c2cc(=O)c3c(O)c(OC)c(OC)cc3o2)cc(OC)c1O
 : .	.	.	5.3	14.8	-24.4	-39.9	.	-12.9
(13) O=C(COc1ccccc1)c1cn(CC(=O)N2CCOCC2)c2ccccc12
 : 2.9	0.4	0.7	8.7	12.8	-13.3[20 µM]	-7.2	-2.5	-23.3
(14) CCCc1nnc(SCC(=O)O)n1/N=C/c1ccc2c(c1)OCO2
 : -1.2	-5.0	1.9	-12.1	22.1	-11.7	-26.0	10.5	-5.4
(15) CCN(CC)S(=O)(=O)c1cccc(C(=O)NC(C)C(c2cccs2)N2CCCC2)c1 (stereo unspecified)
 : 7.3	0.1	-2.9	1.4	6.2	-24.8	-5.5	3.5	-21.4
(16) CC(C)Cn1c(N)c(C(=O)COC(=O)c2cccc(F)c2)c(=O)n(C)c1=O
 : 3.4	-2.3	-8.8	5.1	5.4	-26.5	3.2	4.8	1.0
(17) Cc1ccc(NC(=O)c2ccc(NCCCN3CCOCC3)c([N+](=O)[O-])c2)cc1Cl
 : 0.6	-2.1	0.2	20.6	5.8	-13.0	-3.0	-2.2	-4.5
(18) COc1ccccc1N1CCN(C(=O)c2cccc(Oc3ccccc3)c2)CC1
 : 5.9	4.1	-5.4	11.1	7.7	-18.4	2.0	-7.4	-15.1
(19) COC(=O)C1=C(C)N(C)C(=S)NC1c1ccccc1 (stereo unspecified)
 : 6.7	-0.6	-4.3	29.5	5.4	-1.6	-8.2	2.8	-2.2
(20) C=CCn1c(Oc2cccc(C)c2)nc2c1c(=O)n(C)c(=O)n2C
 : 3.8	3.6	-5.3	.	5.6	-25.0	-1.6	-0.2	-7.9
(21) Cc1cccc(C)c1N(Cc1ccccc1F)S(C)(=O)=O
 : 9.1	3.9	0.6	15.2	8.2	-23.7	3.7	2.2	-15.3
(22) COc1ccc(C2CC(=O)c3cnc(NC(=O)c4cccc(OC)c4)nc3C2)cc1 (stereo unspecified)
 : 7.2	1.4	-4.1	-3.5	-0.3	-13.0	-2.9	3.8	-4.6
(23) CCOc1ccc(NC(C(=O)Nc2cccc(C(C)=O)c2)c2ccccc2)cc1 (stereo unspecified)
 : 53.7*	50.7*	-9.0	2.7	2.2	-6.5	-4.5	-5.6	-6.0
(24) O=C(O)/C(=C\c1ccc(-c2ccc(F)cc2)o1)c1ccccc1
 : 2.5	-2.7	-1.8	8.9	0.0	-12.5	-19.3	11.8	-14.0
(25) O=c1cc(-c2ccccc2)nc2nc(SCc3ccccc3)[nH]n12
 : -2.0	2.0	-4.4	24.4	3.9	-14.5	27.9	0.3	-4.4
(26) Cc1cc(NC(=O)CSc2nc(-c3cccnc3)ccc2C#N)no1
 : 2.7	-1.4	1.7	6.5	12.6	-14.5	-24.1	1.8	-3.6
(27) O=C(COC(=O)CCC1CCCCC1)Nc1ccc(OC(F)F)cc1
 : 2.7	2.2	-6.4	14.3	12.8	-14.5[20 µM]	8.2	-0.5	-14.8
(28) CCOC(=O)C1CCN(C(=O)c2cccs2)CC1
 : 0.8	-6.0	-12.5	2.8	13.0	-14.6	-5.2	4.1	-13.3
(29) COc1ccc(C)cc1NC(=O)CN1C(=O)c2ccccc2S1(=O)=O
 : .	.	.	4.4	8.7&8.9	-13.9	-0.1	.	-6.3
(30) O=C(O)c1ccc(F)c(S(=O)(=O)Nc2ccccc2)c1
 : 3.1	-3.8	-4.5	12.3	9.0	-19.2	1.8	4.9	-13.0
(31) CCc1ccccc1N/N=C(/C)c1c(O)cc(C)oc1=O
 : -0.7	-4.4	-0.2	1.0	0.8	-19.1	0.1	4.0	-5.3
(32) Cc1ccc(Cn2c(=S)[nH]c3ccc(N4CCOCC4)cc3c2=O)o1
 : 6.8	-1.3	6.3	-1.2	12.9	-11.3	-12.2	10.4	0.3
(33) N#Cc1nc(COc2ccccc2F)oc1NCCc1ccccc1
 : 4.0	-2.1	-2.4	5.4	.	-14.6	13.3	1.9	-20.5
(34) CC1CCCCN1C(=O)COc1ccccc1F (stereo unspecified)
 : 7.0	1.0	-3.3	-9.0	2.8	-4.3	5.5	-2.2	0.2
(35) N/C(Cc1nc(-c2ccc(Cl)cc2)cs1)=N/O
 : -0.2	-3.7	0.3	8.7	10.4	-4.2	-5.5	5.6	-3.0
(36) COc1ccc(-c2cc(C(=O)N3CCN(Cc4ccccc4)CC3)no2)cc1OC
 : 3.1	-1.2	5.7	-6.3	-2.0	-11.9	-0.4	-2.3	-1.4
(37) Cc1cc(C)c(NC(=O)c2ccccc2C(=O)c2ccccc2)c(C)c1
 : -0.3	-3.6	-4.9	23.9	6.5	-4.4	2.3	0.4	2.3
(38) CC1CN(C(=S)Nc2ccccc2)N(c2ccccc2)C1 (stereo unspecified)
 : 3.8	-2.4	-2.2	-9.7	5.3	-21.4	0.0	3.2	-6.7
(39) COC(=O)c1cccc(N(C(=O)c2ccco2)C(C(=O)NC2CCCC2)c2ccco2)c1 (stereo unspecified)
 : 0.0	-3.1	1.2	11.4	15.7	-12.9[20 µM]	-2.3	3.5	-1.1
(40) CCCc1cc(=O)[nH]c(SCC(=O)c2cc(C)n(C(C)COC)c2C)n1 (stereo unspecified)
 : 1.1	3.6	-8.5	.	3.3	1.7	-4.7	-2.7	-14.7
(41) O/N=C(\c1ccccn1)C1CC1c1ccccc1 (stereo unspecified)
 : 0.6	-2.7	0.5	17.3	9.1	-21.6	0.3	0.0	-0.6
(42) CCOC(=O)N1CCN(S(=O)(=O)c2ccc(OCC)c3ccccc23)CC1
 : 1.8	-1.3	-3.2	-0.6	15.7	-7.5	11.9	-1.9	-16.3
(43) CC(=O)Nc1sc(C)c(C)c1C(=O)OC1CCOC1=O (stereo unspecified)
 : 4.9	2.9	-0.5	30.1	11.1	-12.9	-5.3	-3.5	-0.8
(44) Cc1cccc(-n2cnc(C(=O)N/N=C/c3ccccc3)c2)n1
 : 5.0	0.1	2.2	14.4	18.3	-12.3[20 µM]	22.3	2.5	-5.4
(45) C1CCC(n2nnnc2CN2CCN(C3CCCC3)CC2)CC1
 : 4.3	3.0	-0.8	12.3	10.6	2.5	5.4	-3.4	-3.9
(46) CCCc1nc(SCC(=O)c2ccccc2)c2c(=O)n(C)c(=O)n(C)c2n1
 : 5.7	-1.8	1.1	17.4	5.9	-26.5	8.2	4.1	-3.9
(47) Cc1ccc(NC(=S)c2nc3ccccc3[nH]2)c(C)c1
 : 2.7	-4.1	-6.0	38.0	10.2	0.4	49.9	1.0	0.4
(48) CCc1ccc[n+](-c2[nH]c(=O)sc2/C=N/N=C(\[O-])CCn2c3ccccc3c3ccccc32)c1
 : 0.4	1.6	-4.1	23.1	3.2	7.2	-33.1	-2.0	-0.6
(49) CCOC(=O)C1=C(c2ccccc2)N=c2s/c(=C\c3cccc(O)c3)c(=O)n2C1c1cccs1 (stereo unspecified)
 : 4.7	3.3	-31.2	.	.	-5.6[20 µM]	-12.0	-0.2	-11.5
(50) CC(C)(CSc1ncccn1)NS(=O)(=O)c1ccccc1
 : 2.2	-0.5	-1.2	7.3	2.5	-19.1	5.3	4.8	-6.7
